Screening data from PubChem BioAssay.
SSB-PriA inh – blocks PriA binding to SSB C-terminal tail; 430,000 compounds, 0.6% hits; inhibition, % at 33 µM; AID 1272365; AlphaScreen SSBct-PriA binding, biotinylated peptide; in the data active means inhibition mostly above about 37%, no sharp cut-off; inactive means mostly below about 20%;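 further: plate controls were negative control peptide for no effect and reference peptide for full effect; strong numbers were not always called active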
Active calls of the source: *; & = joins results of further samples.

A first look (four entries):
SMILES | SSB-PriA inh
COC(=O)c1ccc(NC(=O)Cn2nc(C)c3cnn(C(C)(C)C)c3c2=O)cc1 | -3.0
CCOC(=O)c1c(C)oc(N=Cc2ccccc2O)c1C#N | -1.5
O=C(c1cc(-n2cccc2)ccn1)N1CCOCC1 | -7.0
Cc1cc(OC2CN(S(=O)(=O)N(C)C)C2)cc(=O)n1C | -8.0

The listing (from the top)
SMILES | SSB-PriA inh
COC(=O)c1ccc(NC(=O)Cn2nc(C)c3cnn(C(C)(C)C)c3c2=O)cc1 | -3.0
CCOC(=O)c1c(C)oc(N=Cc2ccccc2O)c1C#N | -1.5
O=C(c1cc(-n2cccc2)ccn1)N1CCOCC1 | -7.0
Cc1cc(OC2CN(S(=O)(=O)N(C)C)C2)cc(=O)n1C | -8.0
CCCCCCn1c(=O)c(C(=O)NN=Cc2cccc(F)c2)c(O)c2ccccc21 | 6.3
O=C(Nc1cccc(-c2nc3ccccc3o2)c1)c1ccc(-c2nc3ccccc3s2)s1 | -4.0&2.0
CC(C)c1ccc(OCC(=O)N2CCC(Oc3ncccc3Br)CC2)cc1 | -7.0
O=C(NCC1CCN(C2CCCC2)CC1)C(=O)Nc1ccc(F)c(Cl)c1 | -4.0
COCCCN1C(=O)C(=O)C(=C(O)c2ccc3c(c2)CC(C)O3)C1c1cccnc1 (stereo not given) | -6.8
COC(=O)c1ccc(C=Nn2cnnc2)cc1 | 5.2
Cc1c(CNC(=O)Cc2c[nH]c3ccccc23)sc2nc(-c3ccc(F)cc3)cn12 | 17.0
N#Cc1c(SCC(=O)NC2CCCCC2)nc2c(c1C(F)(F)F)CCCC2 | -9.0
CCOC(=O)C1=C(C)N=c2sc(=Cc3cccc([N+](=O)[O-])c3O)c(=O)n2C1c1ccc(OC)cc1OC (stereo not given) | 0.5
Cc1ccccc1-c1noc(CC2CCCN(C(=O)Cc3cccc(C(F)(F)F)c3)C2)n1 (stereo not given) | -3.0
O=C1CSC(=NC(=O)N2c3ccccc3Sc3ccccc32)N1 | -1.6
O=C(Cc1ccc(Cl)cc1)N1CCN(c2ccc3nnc(-c4ccco4)n3n2)CC1 | -8.0&-3.0
CCOC(=O)c1ccccc1NC(=O)c1ccc(-n2cncn2)nn1 | 1.0
CC(=NNC(=O)C(O)c1ccccc1)c1cccnc1 (stereo not given) | -13.7
N#Cc1c(N=Cc2ccccc2Br)oc(-c2ccccc2)c1-c1ccccc1 | -3.0
O=S(=O)(NCCCc1ccccc1)c1cccc2cnccc12 | 5.0
Nc1nnc(Cc2ccc(F)cc2)o1 | -3.0&25.0
O=C(NCC(c1ccsc1)N1CCCC1)c1ccc(Cl)c(Cl)c1 (stereo not given) | -1.0
Cc1nnsc1C(=O)N1CCC(CNC(=O)N2CCNC2=O)CC1 | 3.0
CCSc1nnc(C)c2cnn(-c3ccc(F)cc3)c12 | 3.0
NC(=Nc1nc2ccccc2o1)NC(=O)c1cccc(Cl)c1 | 0.2
CC(=O)c1ccc(NC(=O)CC2SC(=NN=C3CCCCCC3)NC2=O)cc1 (stereo not given) | 0.7
O=C(NCCCSc1ccc(F)cc1)Nc1nccs1 | 13.0
CCCCCC1CCC(c2ccc(C(N)=NO)cc2)CC1 (stereo not given) | -0.1
CC(C)(C)CC(C)(C)NC(=O)Nc1ccc(F)cc1 | -11.0&-7.0
C=CCCC(=O)NCC1(O)CCCC1 | -14.0
CCc1ccc(C(=O)NCC2CCN(Cc3cccs3)CC2)cc1 | -5.0
COc1ccc(C=NNC(=O)COc2ccccc2Cl)cc1Cn1nc(C)cc1C | -23.6
O=c1cc(CN2CCc3ccccc3C2)occ1OCc1ccc(F)cc1 | 2.0
N#Cc1cccnc1N1CCC(CNC(=O)c2cc(-c3ccco3)on2)CC1 | -2.0
Cc1ccc(-n2c(Cc3cccs3)nnc2SCC(=O)Nc2ccc3c(c2)OCO3)cc1 | 61.6*
CCSc1ccccc1C(=O)NCc1nnnn1-c1ccc(C)cc1 | -7.0
CCN(CC)C(=O)N1CCN(c2ccc(Nc3ccnc4cc5ccccc5cc34)cc2)CC1 | 1.0
Cc1ccc(C(=O)NCCn2ncc3c(=O)n(Cc4ccccc4F)cnc32)cc1C | -11.0
NC(=S)NN=Cc1ccccc1OC(=O)c1cc2ccccc2oc1=O | 6.7
Cc1ccc2nc(-c3ccc(NC(=O)c4cc5cccnc5n(C)c4=O)cc3)sc2c1 | 0.0

3 entries already listed, sorted by length of the SMILES, lowest first:
SMILES | SSB-PriA inh
O=C(NCCCSc1ccc(F)cc1)Nc1nccs1 | 13.0
O=c1cc(CN2CCc3ccccc3C2)occ1OCc1ccc(F)cc1 | 2.0
CCN(CC)C(=O)N1CCN(c2ccc(Nc3ccnc4cc5ccccc5cc34)cc2)CC1 | 1.0

Some of the entries so far, in CSV form.
mol,SSB-PriA inh
Cc1ccc(-n2c(Cc3cccs3)nnc2SCC(=O)Nc2ccc3c(c2)OCO3)cc1,61.6*
Nc1nnc(Cc2ccc(F)cc2)o1,-3.0&25.0
Cc1ccc(C(=O)NCCn2ncc3c(=O)n(Cc4ccccc4F)cnc32)cc1C,-11.0

(next part)
SMILES | SSB-PriA inh
Cc1cc(C)nc(SCc2cc(=O)c(OC(=O)c3ccccc3C(F)(F)F)co2)n1 | -7.0
O=C(C1CC1)N(CCc1cccs1)C1CCOCC1 | 14.0
COc1ccc(C=NOCC(=O)Nn2c(C)nc3ccccc3c2=O)cc1 | -4.7
COc1ccc(OCC(=O)NN=C(C)CC(=O)Nc2ccc(OC)cc2[N+](=O)[O-])cc1 | -8.0
Cc1ccc(NC(=O)C2CC(=O)NC(=NN=Cc3ccco3)S2)cc1C (stereo not given) | 8.2
Cc1cc2ncc(CCCNC(=O)C3(c4cccs4)CCCC3)cn2n1 | -8.0
Cc1cccc(CS(=O)(=O)N2CC[C@H](Oc3nccnc3C#N)C2)c1 | -15.0
CCN(CC)CCN(C(=O)c1ccc(C(=O)OC)cc1)c1nc2c(Cl)cccc2s1 | 9.0
CCOC(=O)c1ccc2ncc3c(-c4ccccc4)nn(-c4ccc(F)c(Cl)c4)c3c2c1 | -3.0
O=C(Nc1cc(OCc2ccccc2)ncn1)C1CC=CCC1 (stereo not given) | -5.0
COC(=O)N1CCC(CNS(=O)(=O)Cc2ccccc2Cl)CC1 | -20.0
O=C(CNC(=O)c1ccccc1)NN=Cc1ccccc1Cl | -0.4
O=C(CCCSc1ccc(NC(=O)c2ccco2)nn1)Nc1nc2ccccc2s1 | -1.0
Cc1ccc2c(Nc3ccc4c(c3)OCCO4)c(C(=O)OC(C)C)cnc2n1 | -5.0
O=C(NCCOc1ccccc1)N(Cc1ccsc1)CC(F)(F)F | 7.0
CC(C)CNS(=O)(=O)c1ccc2nc(NC(=O)c3ccccc3Cl)sc2c1 | 41.0*
CC1(C)Cc2ccccc2C(C(C#N)=NO)=N1 | 4.2
Cc1ccc(N2CC(C(=O)NCCC(O)c3ccccc3)CC2=O)cc1C (stereo not given) | -14.0
CCOc1ccc2nc(NC(=O)Cn3nc(C(=O)N4CCOCC4)cc3C)sc2c1 | -18.0
CC(C)(C)n1ncc2c(=O)n(N)cnc21 | -13.0

Two compounds picked at random from the list so far, as already listed:
SMILES | SSB-PriA inh
O=C(CCCSc1ccc(NC(=O)c2ccco2)nn1)Nc1nc2ccccc2s1 | -1.0
Cc1ccc2c(Nc3ccc4c(c3)OCCO4)c(C(=O)OC(C)C)cnc2n1 | -5.0

Later entries.
SMILES | SSB-PriA inh
Cc1cccc(CN2C(c3ccccc3Cl)Nc3ccccc3S2(=O)=O)c1 (stereo not given) | -10.0
Oc1ccc(C=NNc2ccnc3cc(Cl)ccc23)c(O)c1O | -3.5
COc1ccc(NC(=O)N2CCN(c3ccc4nnc(C5CC5)n4n3)CC2)c(OC)c1 | -1.0
O=C(NC(=S)Nc1ccc(S(=O)(=O)N2CCCCCC2)cc1)c1ccco1 | -1.0
Cn1cc(C(=O)NCC#CCOc2ccc3c(c2)OCO3)nn1 | -14.0
O=S(=O)(NCc1ccnc(-c2ccsc2)c1)c1ccc(OC(F)(F)F)cc1 | -24.0
O=S1(=O)CCCCN1c1ccc(S(=O)(=O)N2CCC3(CC2)OCCS3)cc1 | 7.0
Cc1ccc(-n2cc(C(=O)N3CCCC3)nn2)cc1C | 0.0
O=C(Nc1nnc(-c2ccc3c(c2)OCCO3)o1)C1=COCCO1 | -21.0
Cc1ccc(NC(=O)c2n[nH]nc2Nc2cccc(Cl)c2)c(Cl)c1 | -14.0
O=C(CSc1nccn1-c1ccccc1)N1CCCc2ccccc21 | 71.7*
COc1ccc(C(=O)NCC(c2ccc3c(c2)CCN3C)N(C)C)c(OC)c1 (stereo not given) | 28.0
CCOC(=O)C(CC)Sc1ncnc2c1cnn2-c1ccc(Cl)cc1 (stereo not given) | -11.0
Cc1cc(C(=O)NCCn2ccn3nc(-c4ccco4)cc23)c(C)o1 | -8.0
O=C(Nc1ccc2c(c1)OCO2)c1csc(Nc2ccc(OC(F)F)cc2)n1 | -6.0
O=c1c2ccccc2c2ccccc2c(=O)n1-c1cc([N+](=O)[O-])ccc1Cl | 9.0
O=C(CSc1nnc(CNC(=O)c2c(F)cccc2F)o1)Nc1ccc(Br)cc1 | 0.0
Cc1ccc(NC(=S)NNC(=O)CCn2c3c(c4ccccc42)CCCC3)cc1 | 20.0
O=C(COc1ccc(Cl)cc1Cl)N(Cc1ccsc1)Cc1ccco1 | -17.0
O=C(NCc1cncc(-c2ccsc2)c1)C1(c2ccc(Cl)cc2)CCCC1 | -3.0
COc1ccc(Cl)cc1C(=O)NCCCc1ccc(N(C)C)cc1 | 23.0
COc1ccc(S(=O)(=O)C2CN(C(=O)c3sc(-n4cccc4)nc3C)C2)cc1 | 7.0
FC(F)(F)c1cc(-c2ccco2)nc(SCc2nc3ccccc3[nH]2)n1 | -1.0
O=S(=O)(NCc1cc(-c2cccs2)n(C2CCCC2)n1)C1CC1 | -10.0
CC(=NNc1ccc(Cl)cc1)c1ccccn1 | 6.9
O=C(Cn1c(=O)oc2ccccc21)NCCn1ccc(-c2ccccn2)n1 | -20.0
O=C(NCCn1ncc2c(=O)n(Cc3cccc(C(F)(F)F)c3)cnc21)c1ccc([N+](=O)[O-])o1 | -13.0
O=C(NCCn1nc(-c2ccc(F)cc2)ccc1=O)c1ccccc1Br | 3.0
O=S(=O)(NCC1CCN(Cc2ccco2)CC1)c1ccccc1 | -10.0
CO[C@@H](CNC(=O)c1ccco1)c1ccc(Cl)s1 | -12.0
Cc1cc(S(=O)(=O)NCC2CCN(Cc3ccccc3)CC2)ccc1F | 0.0
CCOC(=O)CNC(=O)COc1coc(CN2CCc3ccccc3C2)cc1=O | -8.0
CCOc1cc(C(=O)Nc2sc3c(c2C(N)=O)CCN(CC)C3)cc(OCC)c1OCC | 0.0
CCOC(=O)c1sc(NN=Cc2ccccc2)nc1C | -7.5
O=C(Nc1nc(-c2ccc(Cl)cc2Cl)cs1)c1ccc2c(c1)OCCO2 | -11.0
CCOc1ccc(C(O)=C2C(=O)C(=O)N(c3ccccn3)C2c2ccc(F)cc2)c(C)c1 (stereo not given) | 9.2
O=C(C1CCN(Cc2nc3ccccc3[nH]2)CC1)N1CCN(c2cccc(Cl)c2Cl)CC1 | -5.0
C/C(C=Nn1c(-c2ccc(C)cc2)n[nH]c1=S)=C\c1ccco1 | -4.9
O=C(c1cccc(Cl)c1)N1CCN(c2cc(-n3cncn3)ncn2)CC1 | -1.0
COC(=O)c1cc(Nc2ccc3c(c2)OCO3)c2cc(C)ccc2n1 | 16.0
CC(C)Sc1ccc(CC(=O)N2CCN(C(=O)C3CC3c3cccs3)CC2)cc1 (stereo not given) | 2.0
COc1cc(C(=O)Nc2c3c(nn2C)CCC3)cc(OC)c1OC | 4.0
Cc1cc(NC(=O)C(=O)NCCc2ccc3c(c2)CCCN3C)no1 | 7.0
CC1CN(c2ncnc3c2cnn3CCNC(=O)c2ccccc2)CC(C)O1 (stereo not given) | -3.0
Cc1cccc(-n2c(Cc3cccn3C)nnc2SCC(=O)Nc2ccc3c(c2)OCO3)c1C | 40.8
O=C(/C=C/c1cccs1)Nc1cccc2c1C(=O)NC2=O | -12.0
CCCCCCCCCCCCCCCCN/C(C)=C\C(=O)OCC | -11.0&-8.0
COc1ccc2c(Cl)c(C(=O)O)sc2c1 | -8.0
COc1ccccc1N1CCN(C(=O)CSc2n[nH]c(=O)c3cc(-c4ccco4)nn23)CC1 | 7.0
Cc1cccc2nc(CSc3ncc(C#N)c(N)n3)cc(=O)n12 | 10.0
O=C(CCCS(=O)(=O)c1ccc(Cl)cc1)Nc1ccc2sccc2c1 | -18.0&-2.0
O=C(Nc1ccc2c(c1)OCO2)c1ccc(NS(=O)(=O)c2cccc(F)c2)cc1 | -12.0
Nc1ccc(Br)cn1 | -9.0
CC1=CC(=O)C(C(C)C)=CC1=NS(=O)(=O)c1ccccc1 | 15.0
Cc1[nH]c2ccccc2c1C(=O)C(=O)NC(C)C | -2.0
COc1ccc(-c2csc(NC(=O)c3cc(Cl)sc3Cl)n2)cc1C | -25.0
Cc1ccccc1-n1nnc(C(=O)NCCc2c[nH]c3ccccc23)c1-c1ccncc1 | -10.0
CC(C)c1cc(=O)n2c(n1)SCC2CC(=O)Nc1cccnc1 (stereo not given) | -1.0
Cc1cc(C(=O)Nc2ccc(-n3nnn(CC(=O)NC4CC4)c3=O)cc2)c(C)o1 | 2.0
O=C(Cc1cc(=O)[nH]c(SCc2ccccc2F)n1)NCc1cccs1 | 13.0

(list continues)
SMILES | SSB-PriA inh
NS(=O)(=O)c1ccc(CCNC(=O)[C@@H]2CSc3nccc(=O)n3C2)cc1 | -11.0
COc1ccc(NC(C)=C2C(=O)C(=O)N(CCO)C2c2ccc(Br)cc2)cc1 (stereo not given) | 1.9
COc1ccccc1-n1c(SCc2c(C)noc2C)nc2ccsc2c1=O | 17.0
CN(CC(=O)NC1CC(=O)N(C2CC2)C1)S(C)(=O)=O (stereo not given) | -5.0
CN(C)c1ccc(C=NNC(=O)c2nnn(-c3nonc3N)c2CN(C)c2ccccc2)cc1 | 7.7
Cn1nc(CNC(=O)Cn2cccn2)c2ccccc2c1=O | -9.0
COc1cccc(-c2nnc3ccc(OCCNS(=O)(=O)c4cccc(C)c4)nn23)c1 | -3.0
Cc1csc(-c2nnc(NC(=O)c3cccnc3)o2)c1 | -13.0
O=C(Nc1ccc(Cl)cc1C(F)(F)F)c1cc(S(=O)(=O)NCc2ccc(Cl)c(Cl)c2)ccc1F | 4.0

Some of the compounds tested. The share of hits here may be higher or lower than overall.
